Screening results from PubChem BioAssay.
TDP1 block – TDP1 (human) enzyme inhibition; Q9NUW8; Potency, µM (top dose mostly 130 µM), for the others: at the top dose activity change, negative = inhibition, usual class: inhibitors; 0.28% of 350,000 active; AID 485290; recombinant TDP1, AlphaScreen DNA substrate cleavage; also: nearly all actives have a fitted effect of over 40% in size
Target sequence (Q9NUW8 whole entry, looked up): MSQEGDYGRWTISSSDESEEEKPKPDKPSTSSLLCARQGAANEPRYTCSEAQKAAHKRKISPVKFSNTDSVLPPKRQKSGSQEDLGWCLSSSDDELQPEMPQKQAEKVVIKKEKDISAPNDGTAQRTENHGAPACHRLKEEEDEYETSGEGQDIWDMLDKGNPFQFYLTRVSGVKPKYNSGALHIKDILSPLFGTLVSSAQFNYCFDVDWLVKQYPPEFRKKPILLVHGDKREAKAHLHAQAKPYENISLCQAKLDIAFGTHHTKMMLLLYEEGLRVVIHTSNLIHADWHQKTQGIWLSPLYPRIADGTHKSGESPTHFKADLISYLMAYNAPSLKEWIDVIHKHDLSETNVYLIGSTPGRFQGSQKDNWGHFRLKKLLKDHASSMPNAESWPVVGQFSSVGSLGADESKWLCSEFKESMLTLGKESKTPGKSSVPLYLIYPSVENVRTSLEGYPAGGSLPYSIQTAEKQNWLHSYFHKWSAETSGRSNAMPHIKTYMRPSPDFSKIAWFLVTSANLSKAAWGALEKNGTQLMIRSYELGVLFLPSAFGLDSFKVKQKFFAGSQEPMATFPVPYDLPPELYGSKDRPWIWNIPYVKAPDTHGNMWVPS
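Tdp1 1 nM final; 15 min RT w/ cpd; substrate 15 nM, 5 min; beads 10 ug/ml, 10 min; AlphaScreen read. Neg ctrl: no enzyme.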
N370S GC mod – inhibits or activates N370S mutant glucocerebrosidase | N370S GC spleen homogenate, 4MU-glucoside fluorescence | Potency, µM (titrated, usually from 59.4 µM), inactives show top-dose activity change, negative = inhibition, most hits filed as inhibitors | 0.092% of 330,000 active | AID 2101;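 also: 0% = full enzyme activity and -100% = no enzyme basal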
FEN1 inh – blocks human flap endonuclease 1. Recombinant FEN1 flap cleavage, fluorescence, 15 min. Potency, µM (series often up to 114 µM), without a hit: at the highest dose activity change, negative = inhibition, most hits filed as inhibitors. 0.35% of 390,000 active. AID 588795; also: nearly all actives have a fitted effect of over 65% in size
Target sequence (P39748 whole entry, looked up): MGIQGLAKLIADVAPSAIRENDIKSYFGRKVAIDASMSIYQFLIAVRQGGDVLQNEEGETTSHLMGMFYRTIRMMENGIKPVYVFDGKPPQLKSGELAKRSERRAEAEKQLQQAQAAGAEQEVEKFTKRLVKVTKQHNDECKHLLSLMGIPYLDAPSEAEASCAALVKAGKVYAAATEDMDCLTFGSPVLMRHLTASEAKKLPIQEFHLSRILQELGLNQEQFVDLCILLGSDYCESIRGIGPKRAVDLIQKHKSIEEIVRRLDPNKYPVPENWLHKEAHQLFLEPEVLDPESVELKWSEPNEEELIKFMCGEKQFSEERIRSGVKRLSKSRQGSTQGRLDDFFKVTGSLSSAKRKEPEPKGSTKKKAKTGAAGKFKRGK
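Reaction started by adding substrate (50 nM final) to 10 nM enzyme after 15 min room-temperature compound preincubation. Reads at 0 and 15 min, with data normalized and fitted to a four-parameter Hill equation.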
The depositor's hits bear a star; ? = inconclusive; nt = no result given; [ ] = dose if it differs, or a comment. Calls follow the shape of the dose curve; as a rule, active = well fitted curve in the direction sought with a large enough effect; inconclusive = small, poorly fitted or top-dose-only effect, or another doubt; inactive = no such curve, though single readings can be large; an effect the other way counts as inactive or inconclusive. Unless noted, % is scaled to controls: 0 for no effect and ±100 for the full control effect; potency is read from the fitted curve at half-maximal effect. An unsorted share of the library, and some 0.57% of all compounds hit somewhere here.

SMILES | TDP1 block | N370S GC mod | FEN1 inh
CCC(c1nnc(SCC(=O)N2CC(=O)Nc3ccccc32)n1Cc1ccccc1)N(C)C (stereo not given) | -1% | 8% | 1%
Nn1c(C2COc3ccccc3O2)n[nH]c1=S (stereo not given) | -7% | -11% | 8%
CN(C(=O)COc1ccccc1)C1CCS(=O)(=O)C1 (stereo not given) | 0% | 6% | -5%
CC(Oc1ccccc1)C(=O)NNC(=O)c1cccs1 (stereo not given) | 1% | 1% | 16%
COc1ccc(C(=O)Nc2cccnc2)cc1S(=O)(=O)N1CCOCC1 | -2% | 4%[2.35 µM] | -2%
CC(C)NC(=O)CCSc1nc(-c2ccc3c(c2)OCO3)cc(C(F)(F)F)n1 | -1% | nt | 1%
CCOc1ccc(/C=C/C(=O)C(C(N)=O)=C2SCCS2)cc1 | -3% | 2% | 2%
Cc1ccc(CN2CCN(CC(=O)N/N=C/c3ccccc3F)CC2)cc1 | -7% | -25% | -15%
CC(=O)c1sc2nc(SCC(=O)NCCc3ccccc3)[nH]c(=O)c2c1C | 3% | 20% | 15%
CCCCNC(=O)C1CCN(c2nc3ccccc3nc2C(F)(F)F)CC1 | -3% | nt | 16%
COc1ccc2nc(SC(C)C(=O)NC3CCCC3)[nH]c2c1 (stereo not given) | -1% | -3% | -4%
Cc1cc(C)c[n+](-c2nc3ccccc3nc2[N-]S(=O)(=O)c2ccc(Br)s2)c1 | 5% | 0% | 0%
COc1cc(C2Nc3cccc4cccc(c34)N2)cc(OC)c1OC(C)=O | 0% | 3% | 32µM*
CC1(C)C(=O)Nc2ccccc2N1C(=O)COc1cccnc1[N+](=O)[O-] | -6% | 9% | 17%
O=C(c1ccc2c(c1)N(Cc1ccc(Cl)cc1)C(=O)c1ccccc1S2=O)N1CCN(c2ccccc2F)CC1 (stereo not given) | 1% | nt | 6%
COc1cc(C(=O)N2CCN(C(=O)c3cccc4ccccc34)CC2)cc(OC)c1OC | nt | -18% | -6%
Oc1ccc(C(=S)N2CCCC2)cc1 | 2% | -7% | 7%
CCOC(=O)N1CCC(NC(=O)C2CCN(S(=O)(=O)N3CCCC3)CC2)CC1 | 6% | 3% | -2%
Cc1nn(C(C)C(=O)NC2C(=O)N3C(C(=O)O)=C(CSc4nnnn4C)CSC23)cc1Cl (stereo not given) | -9% | 3% | -1%
COc1cc(NC(=O)Cn2c(=O)n(Cc3ccccc3OC)c(=O)c3cccnc32)cc(OC)c1 | -1% | nt | -18%
Cc1ccc(-n2c(CCc3nc4ccccc4[nH]3)n[nH]c2=S)cc1 | 6% | 11% | 9%
O=C(Cc1ccc(Br)cc1)NCCCn1ccnc1 | nt | -4% | -5%
COC(=O)c1sc(-c2ccc(Cl)cc2)cc1NC(=O)/C=C/C(=O)O | nt | 8% | -6%
COc1ccc(CNC(=O)c2ccc3nc(-c4ccc(F)cc4)c(-c4ccc(F)cc4)nc3c2)cc1 | 5% | nt | -3%
CC(=O)c1ccc(OCC(O)CN2CCN(S(=O)(=O)c3c(C)cc(C)cc3C)CC2)cc1 (stereo not given) | nt | -17% | 4%
COc1cc(/C=C2\C(=N)N3N=C(C)SC3=NC2=O)cc(OC)c1OCCOc1ccccc1C | nt | 3% | -17%
Nc1c2nc(-c3ccccc3)[nH]c(=O)c2nc(=O)n1-c1ccccc1 | -2% | ? | -3%
CCOc1cc(N2CCOCC2)c(OCC)cc1NC(=O)C1=COCCO1 | -13% | nt | 21%
CCc1nc2ccccc2n2c(-c3ccccc3)c3c(=O)n(C)c(=O)n(C)c3c12 | -2% | nt | 4%
O=C(COC(=O)c1ccccc1O)Nc1cccnc1Cl | 1% | 7% | 0%
O=C1NC(=O)C(CC(=O)N(Cc2cccs2)C2(C(=O)NC3CCCCC3)CCCCC2)N1 (stereo not given) | -1% | -5% | -3%
Cc1cccc(NC(=O)CSCC(=O)N(C)Cc2ccc(Cl)c(Cl)c2)c1 | 0% | nt | -21%
c1ccc2c(-c3nn[nH]n3)cccc2c1 | 8% | 6% | 1%
O=C(NC(=O)c1c(F)cccc1F)O/N=C1\CCCc2occc21 | -3% | -8% | -18%
O=S(=O)(NCCc1cn2ccccc2n1)c1ccc(-c2ccccc2)cc1 | 8%[56.1 µM] | -4% | 15%
COc1ccc(NC(=O)c2cccnc2Cl)c(S(=O)(=O)N2CCOCC2)c1 | -2% | -4% | 0%
COc1ccc(C(=O)c2cnc(/N=C/N(C)C)s2)cc1 | 1% | -11% | -3%
CCS(=O)(=O)Nc1ccc(C2=NN(C(=O)c3ccco3)C(c3cccc(F)c3)C2)cc1 (stereo not given) | 5% | -6% | 0%
COCCCNC(=O)Cc1c(C)c2c(cc(C)c3c(C)c(C)oc32)oc1=O | nt | -11% | 5%
CCC(C)C(=O)Nc1ccc(S(=O)(=O)Nc2nccs2)cc1 (stereo not given) | nt | 0% | 20%
COc1ccc(OC)c(NC(=O)c2cc3cccc(OC)c3oc2=O)c1 | 3%[12.3 µM] | nt | -1%
Cc1ccc(C)c(C(=O)COC(=O)c2c(-c3ccccc3)noc2C)c1 | nt | 1% | -9%
COc1ccc(OCC(=O)Nc2nnc(S(=O)(=O)N3CCc4ccccc43)s2)cc1 | 0% | nt | 15%
COc1ccc(CN(C(=O)/C=C/c2ccco2)C2CCS(=O)(=O)C2)cc1OC (stereo not given) | -2% | -11% | -10%
CC1(C)CC(=O)C(C2C3=C(CC(C)(C)CC3=O)OC3=C2C(=O)CC(C)(C)C3)=C(O)C1 | -1% | 4% | 8%
O=C(c1nn2c(C(F)(F)F)cc(-c3ccccc3)nc2c1Cl)N1CCN2CCCC2C1 (stereo not given) | 3% | 2% | -20%
O=S(=O)(c1ccc(Cl)cc1)c1nc(-c2ccccc2Br)oc1NCc1ccccc1 | -2%[12.3 µM] | nt | -15%
Cc1cc(OC(C)C(=O)NCCN2CCOCC2)c2c(C)cc(=O)oc2c1 (stereo not given) | 1% | -28% | 3%
COCCN1C(=O)c2ccc(C(=O)NCc3cccnc3)cc2C1=O | 3% | 1% | 3%
CCC(C)NC(=O)[C@H]1N2C(=O)c3c(ccc(OC)c3OC)C2SC1(C)C (stereo not given in full) | nt | 0% | 0%

Following part.
SMILES | TDP1 block | N370S GC mod | FEN1 inh
NNC(=O)c1oc2ccccc2c1-n1cccc1 | 4% | -14% | -9%
COc1ccc(-n2nc(C(=O)NCC(=O)NCCc3ccc(OC)c(OC)c3)c3ccccc3c2=O)cc1Cl | -9% | 2% | -5%
Clc1ccc(/C=C/c2ncc3ccccn23)cc1 | 6% | -11% | -23%
COc1ccc2c(c1)nc(SCC(=O)c1cccs1)n2C | 6% | 10% | -4%
Cc1cccc(CC(=O)NCCN2CCOCC2)c1 | 6% | -4% | -18%
FC(F)(F)C(F)(F)c1nnc2ccc(-n3ccnc3)nn12 | 5% | -9% | 0%
CC(C)C(NC(=O)c1ccc(C(C)(C)C)cc1)C(=O)OCC(=O)NC(=O)Cc1ccccc1 (stereo not given) | 1% | -12% | 1%
CCn1cnc2sc(C(=O)Oc3cccc(C)c3)c(C)c2c1=O | 1% | -6% | 17%
COc1ccccc1NC(=O)c1ccc(NS(=O)(=O)c2cccc3cccnc23)cc1 | -3% | -1% | 2%
Cn1cc(CN2CCc3ccccc3C2)c2ccccc21 | 2% | -1% | 4%
CCOc1ccc(NC(=O)COC(=O)CSCC(=O)Nc2ccc(C)cc2C)cc1 | 1% | nt | 1%
COc1ccccc1C(CC(=O)Nc1ccc(C)c(C)c1)c1ccc(OC(C)C)cc1 (stereo not given) | -3% | 3% | 2%
Cc1cc(NC(=O)CN2C(=O)C3CC=CCC3C2=O)no1 (stereo not given) | 9% | 5% | -3%
CN1CCN(CC(O)COc2ccc(C(=O)O)cc2)CC1 (stereo not given) | nt | -17% | 5%
CCOC(=O)c1c(C)[nH]c(C)c1S(=O)(=O)N1CCC(C(=O)NCc2ccc(F)cc2)CC1 | 3% | nt | 20%
COc1ccc(OC)c(C2C3=C(CCCC3=O)Nc3nnnn32)c1 (stereo not given) | 0% | 4% | 13%
Cc1cc(C(=O)OCC(=O)Nc2ccc(F)cc2[N+](=O)[O-])c2ccccc2n1 | 2% | 3% | -22%
CS(=O)(=O)N1CCC(Oc2ccccc2C(=O)NC2CCOC2)CC1 (stereo not given) | 4% | 1% | 3%
O=C(/C=C/c1ccccc1)NC(=S)NNC(=O)c1ccco1 | 10% | -1% | 7%
Cc1ccc(-c2nc(CN(CC3CCC3)CC3CCCO3)c(C)o2)s1 (stereo not given) | nt | -9% | -1%
COc1ccccc1C(=O)N(Cc1nc(-c2cccc(C)c2)no1)C(C)C | 2% | nt | 5%
Cc1c2c(n3c(nc4ccccc43)c1C#N)N(CCN(C)C)CC2 | 0% | 27% | -36%
O=C(CSc1nnc(C2COc3ccccc3O2)o1)N1CCCc2ccccc21 (stereo not given) | 1% | -5% | 7%
COc1ccc([N+](=O)[O-])cc1NC(=O)C(C)OC(=O)c1cccnc1 (stereo not given) | 3% | 5% | 7%
Cc1csc(C(C)NC(=O)c2ccc(OC3CCN(CCc4ccccc4)CC3)cc2)n1 (stereo not given) | 5% | -11% | 4%
CCOC(=O)C1CCN(C(=O)CC(C)c2ccccc2)CC1 (stereo not given) | -1% | 7% | -3%
CCn1ncc(-c2cc(C(=O)O)no2)c1C | -6% | -2% | 0%
Cc1cccc(C)c1NC(=O)NC1CCc2ccccc21 (stereo not given) | nt | -2% | 1%
Cc1ccc2c(CN3CC(C)CC(C)C3)cc(=O)oc2c1 (stereo not given) | nt | -3% | -14%
CCOC(=O)C1(CC)NC(c2cccc(F)c2)C2C(=O)N(CC)C(=O)C21 (stereo not given) | -1% | 9% | 5%
COc1cc(-c2[nH]ncc2CN2CCN(c3cccc(C)n3)CC2)cc(OC)c1OC | 1% | -2% | 2%
COc1ccc(CC2(C)OC(c3ccc(Cl)cc3)=NN2C(C)=O)cc1 (stereo not given) | 0% | 2% | -9%
O=C(O)C1CCCCC1C(=O)NCCc1ccncc1 (stereo not given) | 7% | 5% | 8%
O=c1[nH]c2cc([N+](=O)[O-])c(NCCO)c([N+](=O)[O-])c2[nH]1 | -1% | -11% | -1%
O=C(N/N=C/c1cccnc1)c1cc2ccccc2cc1O | 5% | -7% | -3%
COc1ccc(Nc2ccccc2)c(C)c1 | -1% | 3% | -15%
COc1ccc(NC(=O)NCC2CCN(Cc3ccccc3F)CC2)c(OC)c1 | 2% | nt | -1%
COc1ccc2[nH]c3c(=O)n(Cc4ccc(C(=O)N5CCCC5)cc4)c(=S)[nH]c3c2c1 | 0% | -5% | -7%
NC(=O)CC(NC(=O)Cc1ccc(Br)cc1)c1ccc(N2CCN(c3ccccn3)CC2)c([N+](=O)[O-])c1 (stereo not given) | nt | -3% | 15%
CC(=O)c1cccc(NC(=O)Nc2ccc3c(c2)OCO3)c1 | 6% | -6% | 14%

An excerpt of these results, with two lines to a compound.
Values run as follows: TDP1 block	N370S GC mod	FEN1 inh
> CCOC(=O)C1CCN(C(=O)CC(C)c2ccccc2)CC1 (stereo not given)
    -1%	7%	-3%
> CCn1ncc(-c2cc(C(=O)O)no2)c1C
    -6%	-2%	0%
> Cc1cccc(C)c1NC(=O)NC1CCc2ccccc21 (stereo not given)
    nt	-2%	1%
> Cc1ccc2c(CN3CC(C)CC(C)C3)cc(=O)oc2c1 (stereo not given)
    nt	-3%	-14%
> CCOC(=O)C1(CC)NC(c2cccc(F)c2)C2C(=O)N(CC)C(=O)C21 (stereo not given)
    -1%	9%	5%
> COc1cc(-c2[nH]ncc2CN2CCN(c3cccc(C)n3)CC2)cc(OC)c1OC
    1%	-2%	2%
> COc1ccc(CC2(C)OC(c3ccc(Cl)cc3)=NN2C(C)=O)cc1 (stereo not given)
    0%	2%	-9%
> O=C(O)C1CCCCC1C(=O)NCCc1ccncc1 (stereo not given)
    7%	5%	8%
> O=c1[nH]c2cc([N+](=O)[O-])c(NCCO)c([N+](=O)[O-])c2[nH]1
    -1%	-11%	-1%
> O=C(N/N=C/c1cccnc1)c1cc2ccccc2cc1O
    5%	-7%	-3%
> COc1ccc(Nc2ccccc2)c(C)c1
    -1%	3%	-15%
> COc1ccc(NC(=O)NCC2CCN(Cc3ccccc3F)CC2)c(OC)c1
    2%	nt	-1%
> COc1ccc2[nH]c3c(=O)n(Cc4ccc(C(=O)N5CCCC5)cc4)c(=S)[nH]c3c2c1
    0%	-5%	-7%
> NC(=O)CC(NC(=O)Cc1ccc(Br)cc1)c1ccc(N2CCN(c3ccccn3)CC2)c([N+](=O)[O-])c1 (stereo not given)
    nt	-3%	15%
> CC(=O)c1cccc(NC(=O)Nc2ccc3c(c2)OCO3)c1
    6%	-6%	14%

Next section.
SMILES | TDP1 block | N370S GC mod | FEN1 inh
Cc1ccc(Nc2cc(C)c(C#N)c3nc4ccccc4n23)c(C)c1 | 5% | nt | -3%
CC(=O)Nc1cccc2c1Cc1ccccc1-2 | 3% | -3% | 21%
COc1ccc2c(c1)Cc1sc(NC(=O)c3cccc(Br)c3)nc1-2 | 7% | nt | -8%
CN(Cc1ccc(C#CCCO)cc1)CC1CCCN(CCc2ccc(Cl)cc2)C1 (stereo not given) | nt | -2% | 4%
